USP1-UAF1 inh – blocks the human USP1/UAF1 deubiquitinase complex; 390,000 compounds, 0.23% hits; recombinant USP1/UAF1, Ub-Rhodamine cleavage fluorescence; AID 743255; Potency, µM (titrated, usually from 57.1 µM), without a hit: at the top dose activity change, negative = inhibition, actives largely listed as inhibitors; O94782; note: potency is the fitted concentration of half-maximal effect; % is set by controls: 0 for no effect and ±100 for the full control effect; nearly all actives have a fitted effect of over 60% in size; inactives centre near -12
Target sequence (O94782 whole entry, looked up): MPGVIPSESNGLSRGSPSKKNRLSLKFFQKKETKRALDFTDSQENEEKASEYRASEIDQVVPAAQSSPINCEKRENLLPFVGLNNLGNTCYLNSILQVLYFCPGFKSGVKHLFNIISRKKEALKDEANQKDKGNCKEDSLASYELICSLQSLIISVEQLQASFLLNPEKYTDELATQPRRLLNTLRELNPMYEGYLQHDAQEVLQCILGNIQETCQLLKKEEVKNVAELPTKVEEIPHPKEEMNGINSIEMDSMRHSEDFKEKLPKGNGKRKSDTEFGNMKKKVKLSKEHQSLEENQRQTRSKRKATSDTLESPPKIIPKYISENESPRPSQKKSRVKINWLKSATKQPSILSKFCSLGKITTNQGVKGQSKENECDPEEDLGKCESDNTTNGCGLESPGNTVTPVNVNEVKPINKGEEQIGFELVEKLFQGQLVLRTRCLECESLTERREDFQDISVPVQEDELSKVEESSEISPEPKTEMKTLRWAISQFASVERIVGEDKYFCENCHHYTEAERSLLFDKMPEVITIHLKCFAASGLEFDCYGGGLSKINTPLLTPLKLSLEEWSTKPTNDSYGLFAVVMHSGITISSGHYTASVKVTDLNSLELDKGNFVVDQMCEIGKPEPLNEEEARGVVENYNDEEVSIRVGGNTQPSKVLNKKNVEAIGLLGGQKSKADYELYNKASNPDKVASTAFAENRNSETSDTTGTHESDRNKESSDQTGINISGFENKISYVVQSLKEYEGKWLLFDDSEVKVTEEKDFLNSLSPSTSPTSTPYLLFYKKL
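In this screen, compounds sit with the deubiquitinase complex (1nM) for 15 min at room temperature before Ub-Rho is added at 150nM final. Fluorescence rise is then followed for 6 reads every 60 seconds.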
rTrxR1 inhibitor – inhibitors of rat thioredoxin reductase 1; 390,000 compounds, 1% hits; Potency, µM (series often up to 114 µM), for the others: top-dose activity change, negative = inhibition, most hits filed as inhibitors; AID 588453; O89049; recombinant rTrxR1, NADPH fluorescence consumption, selenite substrate; note: potency is the fitted concentration of half-maximal effect; % is set by controls: 0 for no effect and ±100 for the full control effect; nearly all actives have a fitted effect of over 65% in size
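Rat TrxR1 (90 nM in the dispensed reagent) was pre-reduced with 400 uM NADPH for 5 min at room temperature, then incubated with compound for 15 min. After 400 uM selenite was added, NADPH fluorescence (Ex 340/Em 450 nm) was followed for 8 min.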
TRHR ag – TRH receptor (human) agonism; P34981; TRHR cells, calcium flux fluo-8, FDSS agonist mode; activation, % at 2 µM; 360,000 compounds, 0.18% hits; AID 493084; in the data active = activation above about 30%; note: 0% is about no effect
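Agonist-mode FDSS calcium read (Ex 480/Em 530, 1 s cycles) in 1536-well TRHR cells with fluo-8 dye, after 10-cycle baseline and 23 nL compound addition; TRH at EC20 (10 nM final) added afterwards for the enhancer phase.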
TrxR1 substrate – substrates of rat thioredoxin reductase 1 | AID 588456 | O89049 | Potency, µM (top dose mostly 114 µM), for inactives: top-dose activity change, negative = substrate turnover | 390,000 compounds, 0.01% hits | purified TrxR1 substrate turnover, NADPH consumption readout; note: potency is the fitted concentration of half-maximal effect; % is set by controls: 0 for no effect and ±100 for the full control effect; nearly all actives have a fitted effect of over 50% in size
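Rat TrxR1, dispensed at 90 nM, was prereduced with 400 uM NADPH (final) for 5 min at ~22 deg C, then incubated with compound 15 min before 400 uM selenite. A first-read NADPH fluorescence drop versus no-compound background flagged substrates.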
mIDH1 inhibitor – inhibitors of human mutant IDH1 R132H. O75874. IDH1-R132H enzyme, NADPH consumption, diaphorase/resazurin fluorescence. Potency, µM (highest dose often 76.6 µM), for inactives: top-dose activity change, negative = inhibition, hits mostly inhibitors. 390,000 compounds, 0.093% hits; note: potency is the fitted concentration of half-maximal effect; % is set by controls: 0 for no effect and ±100 for the full control effect; nearly all actives have a fitted effect of over 65% in size
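IDH1-R132H (0.5 ug/mL dispensed) in pH 7.5 Tris buffer was preincubated 30 min with compound, then given a substrate mix of 0.016 mM NADPH and 2 mM alpha-KG for 80 min at room temperature; remaining NADPH was read by diaphorase/resazurin fluorescence.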
D2 ag – activates the human D2 dopamine receptor | 340,000 compounds, 0.53% hits | P14416 | HEK293 T-REx D2 cells, calcium flux agonist mode | activation, % at 2 µM;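 active = activation over 3 SD above normal in the single-dose calcium agonist read, cut at about 30% in these data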; note: 0% is about no effect
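HEK293 Trex D2 cells, tetracycline-induced, o/n 30 C 5% CO2; no-wash Ca dye, RT 30–90 min; 10-cycle baseline, 23 nl cpd added, kinetic Ca read 180 s; agonist hits = positive Ca response.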
Pin1 inhibitor – blocks the human prolyl isomerase Pin1. Q13526. Pin1 FP peptide displacement, HiFluor488, 10 min. Potency, µM (top dose mostly 115 µM), without a hit: at the top dose activity, negative = inhibition, usual class: inhibitors. 390,000 compounds, 0.009% hits; active = well fitted inhibition curve with a large enough effect in the polarisation, with a control signal flat, not every such curve was filed as active; inconclusive = small, poorly fitted or top-dose-only effect, or effect the other way, or a change in a side signal; inactive = no such curve, though single readings can be large or run the other way; the % refers to the polarisation; note: potency is the fitted concentration of half-maximal effect; % is set by controls: 0 for no effect and ±100 for the full control effect
Target sequence (Q13526 whole entry, looked up): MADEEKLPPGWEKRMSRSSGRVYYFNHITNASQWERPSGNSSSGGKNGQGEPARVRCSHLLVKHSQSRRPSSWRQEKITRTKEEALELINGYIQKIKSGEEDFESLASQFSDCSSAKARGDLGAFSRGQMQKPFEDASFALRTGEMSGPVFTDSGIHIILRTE
TRHR enhancer – allosterically enhances the human TRH receptor; P34981; enhancement, % at 2 µM; 360,000 compounds, 0.66% hits; TRHR cells, fluo-8 calcium fluorescence, EC20 TRH enhancement; AID 493056; in the data active = enhancement above about 30%; note: 0% is about no effect
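TRHR-expressing cells loaded with fluo-8 calcium dye were read kinetically (ex 480/em 530) during compound addition, then stimulated with an EC20 of TRH (10 nM final). Enhancement of the Gq-mediated intracellular calcium response was scored.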
D2 antag – D2 dopamine receptor (human) antagonism; P14416; HEK293 TREx D2 cells, calcium flux, dopamine EC80; inhibition, % at 10 µM; 340,000 compounds, 2% hits; AID 485344; in the data active = inhibition above about 30%; note: 0% is about no effect
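Tetracycline-induced HEK293 TREx cells expressing D2 receptor forced-coupled to calcium signalling, loaded with no-wash calcium dye. Compounds added and calcium flux read 180 s, then dopamine added at EC80 and read a further 180 s.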
Starred values were filed as active, the others as inactive; u = inconclusive; x = not tested or not shown; [ ] = remark or other dose. Unless noted, calls come from the whole dose curve; as a rule, active = well fitted inhibition curve with a large enough effect; inconclusive = small, poorly fitted or top-dose-only effect; inactive = no such curve, though single readings can be large or run the other way. The list is partial; count on the stated rates, not on these rows.

SMILES | USP1-UAF1 inh | rTrxR1 inhibitor | TRHR ag | TrxR1 substrate | mIDH1 inhibitor | D2 ag | Pin1 inhibitor | TRHR enhancer | D2 antag
CC(C)Oc1ccc(C(=O)N2CCC(c3nc4ccccc4o3)CC2)cc1 | -13% | 29% | 0.7 | 3% | 10% | -0.7 | -10% | -10 | x
O=C(Nc1ccc(F)c(S(=O)(=O)N2CCOCC2)c1)C1CCCCC1 | -15% | -7% | 1.0 | -6% | -1% | 0.0 | 3% | -1 | 7
O=C(N/N=C/c1cc([N+](=O)[O-])c(N2CCOCC2)cc1N1CCOCC1)c1cccnc1 | u | 3%[57.1 µM] | -0.3 | -13% | 12% | 0.2 | -2% | -6 | -6
CCCCC(=O)OC1=C(C(=O)c2ccccc2)N(C)S(=O)(=O)c2ccccc21 | -30% | 4% | 0.5 | -4% | 15% | -0.5 | -2% | -1 | x
CCCCCOC(=O)C(C)Sc1n[nH]c(=O)[nH]c1=O (configuration not stated) | -19% | 5% | -0.2 | -1% | -6% | 0.2 | -5% | 8 | 8
O=C(NCc1cccc(Cl)c1)c1cccnc1 | -5% | 10%[57.1 µM] | 0.4 | 10%[57.1 µM] | 3% | 0.4 | 12% | -5 | 0
COc1ccc([C@H]2CC(=O)C=C(c3ccc(-c4ccccc4)cc3)C2)cc1OC | 7% | 5% | 0.6 | -11% | -10% | 0.0 | -3% | 5 | 0
CC[C@@]12C(=O)N(c3cccc(F)c3)C(=O)N1[C@H](c1ccc(F)cc1)[C@@H]1C(=O)N(C3CCCCC3)C(=O)[C@@H]12 | u | 10% | -0.1 | -11% | -20% | 1.1 | u | -5 | 21
CC(C)(C)c1ccc(/C=C(\c2nc3ccccc3[nH]2)S(=O)(=O)c2ccccc2)cc1 | -14% | -15% | x | 3% | 8% | x | 0% | x | x
COc1ccc(-c2nc(CS(=O)CC(=O)NC3CCCC3)c(C)o2)cc1 (configuration not stated) | -18% | u | -0.2 | 8% | -9% | 0.1 | -5% | 6 | 1
CN(C)C=NC1=NN(c2cccc(C(F)(F)F)c2)CC1 | -10% | -11% | -1.0 | -4% | 9% | -0.6 | 2% | 0 | 1
O=C(CCCn1cnc([N+](=O)[O-])n1)Nc1cccc(O)c1 | -12% | 11%[57.1 µM] | 1.3 | 4%[57.1 µM] | 3% | 2.1 | -6% | 7 | 35*
COc1cc(NC(=O)CSc2nc3nc(C)c(Cc4ccccc4Cl)c(C)n3n2)cc(OC)c1 | u | -3%[57.1 µM] | 0.3 | -6%[57.1 µM] | 2% | -0.1 | 18% | -6 | x
NC(=O)Cc1nc2scc(-c3ccc(Cl)cc3)c2c(=O)[nH]1 | -13% | 2% | -0.1 | -5% | -9% | -0.3 | 18% | 2 | -2
CCCC(=O)NCC1(N(C)C)CCCCC1 | u | 27% | 0.6 | 32% | 14% | x | u | 3 | x
O=C(Nc1ncccc1Cl)c1ccc2c(c1)OCCO2 | 3% | 5%[57.1 µM] | -0.1 | 10%[57.1 µM] | 10% | 0.5 | -5% | 5 | -1
CC(=O)Nc1ccc(S(=O)(=O)N2CCSC2C(=O)O)cc1 (configuration not stated) | -1% | 23% | 0.6 | 12% | 1% | -0.2 | -3% | -5 | -1
CCN(C(=O)c1ccc2c(=O)n3c(nc2c1)CCCCC3)c1cc(OC)ccc1OC | -19% | 12% | -0.3 | -2% | 7% | -0.5 | 1% | 0 | -12
CCN(CC)C(=O)COc1ccc(S(=O)(=O)N2CCCC2)cc1 | -21% | 11% | -0.1 | -3% | -1% | 1.2 | -1% | 3 | -5
CNC(=O)C1CCN(Cc2cc3ccccc3n2Cc2ccccc2C)CC1 | -23% | 22%[57.1 µM] | 0.4 | 4%[57.1 µM] | 3% | 0.7 | -2% | 0 | x
COc1cccc(CN2CCC(CO)(CC3CCCCO3)CC2)c1 (configuration not stated) | -11% | 11% | 0.8 | 0% | -1% | -0.5 | 3% | -4 | -16
COc1ccc(NC(=S)Nc2cccc(S(=O)(=O)N3CCCCC3)c2)cc1 | -3% | u | 0.0 | -1% | -2% | -0.7 | 8% | 0 | -8
CC(C)(O)C#CC#CCN1CCOCC1 | -3% | 5%[57.1 µM] | 0.0 | 10%[57.1 µM] | -1% | 1.1 | 0% | -3 | -5
COc1cccc(C(=O)N/N=C2/SCC(=O)N2CCc2ccc(OC)c(OC)c2)c1 | 4% | 24% | -0.4 | 8% | 5% | 0.1 | 0% | -12 | 18
CN(C)CCNc1nc2c(c(=O)[nH]c(=O)n2C)n1CCOc1ccccc1 | -6% | 15% | 0.5 | -3% | -1% | 1.4 | 0% | 2 | -1
COc1cc(CCC(=O)OCC(=O)Nc2c(C)cccc2C(C)C)cc(OC)c1OC | -1% | -1% | -0.3 | -3% | -2% | -0.2 | 3% | -2 | 1
Cc1csc2c(N3CCC(C(=O)O)CC3)ncnc12 | -22% | 21% | 0.7 | 0% | 1% | 0.5 | -8% | -9 | -5
Nc1cc2c(cc1C(=O)c1ccc(Cl)cc1)OCCO2 | -15% | -2%[57.1 µM] | -0.7 | 1%[57.1 µM] | 4% | 0.7 | -2% | 13 | 10
CC/C(=N/NC(=O)c1ccc(Br)cc1)c1ccc(OCCN2CCOCC2)cc1 | -18% | -6%[57.1 µM] | -0.1 | 10%[57.1 µM] | 3% | -0.2 | -7% | 3 | -32
Cc1cc(C)c(NC(=O)CSc2nncn3c2cc2oc(C)cc23)c(C)c1 | -21% | 9% | 0.0 | 0% | -7% | -0.2 | -7% | -7 | x
O=C(CNC(=O)c1ccccc1Cl)OCC(=O)N1CCc2ccccc21 | -10% | 7%[57.1 µM] | 0.0 | -5%[57.1 µM] | 9% | -0.5 | -4% | 11 | -31
COc1ccc(N2CCN(C(=O)c3cn(Cc4ccccc4)nc3-c3cccnc3)CC2)cc1 | -10% | -10% | -0.5 | -3% | -9% | 0.2 | -1% | 9 | -1
Nc1nc(-c2cccs2)c(CC(=O)O)s1 | -22% | -5%[57.1 µM] | 0.4 | 3%[57.1 µM] | -9% | 0.6 | 4% | 29 | -6
Cc1ccc(C)c(NC(=S)N2CCN(c3ccccn3)CC2)c1 | -19% | 29% | 0.1 | 7% | -5% | 19 | 2% | 8 | -16
Cc1ccc(NC(=O)C(c2ccccc2)N2Cc3ccccc3C2=O)cc1Cl (configuration not stated) | -15% | -1% | 0.7 | -9% | 7% | 1.0 | 0% | 1 | x
Cc1nc2nc(-c3ccc(Cl)cc3)[nH]n2c(=O)c1C | x | x | -0.1 | x | x | 0.3 | x | -4 | 6
O=C(NCc1ccccc1)c1cccc(NC(=O)c2ccco2)c1 | -7% | -9% | -0.5 | -8% | 3% | 0.2 | -1% | 0 | 6
Cc1ccc(CN2CCCn3nc(C(=O)NCc4ccccc4Cl)cc3C2=O)cc1 | -2% | 22%[57.1 µM] | -1.6 | 5%[57.1 µM] | 0% | 0.8 | -1% | 2 | x
N#C/C(=C\C1CC2C=CC1C2)c1nc2ccccc2[nH]1 (configuration not stated) | -18% | -20% | -0.5 | 2% | 7% | -0.1 | u | 1 | 11
CCOn1c(=O)c(-c2cccc([N+](=O)[O-])c2)[n+]([O-])c2ccccc21 | u | 5%[57.1 µM] | -0.4 | 6%[57.1 µM] | 8% | 0.8 | 1% | -1 | -8
Cc1ccc(C)c(OCCC(=O)OCC(=O)NCc2ccccc2)c1 | -21% | 15% | -1.0 | 3% | 6% | -1.9 | -5% | -7 | -12
COCCn1cc(C(=O)N2CCCC(C)C2)c2c3ccccc3n(C)c2c1=O (configuration not stated) | -1% | 32%[activator] | -0.6 | 109%[activator] | 2% | x | -10% | 6 | x
O=C1NC[C@H](CC2CCCCC2)N(CCc2cccc(F)c2)C1=O | -2% | 11% | -0.3 | -4% | 3% | -0.3 | -1% | 1 | 4
CC(C)CCN1C(=O)c2ccc(C(=O)Nc3cccc(S(N)(=O)=O)c3)cc2C1=O | -22% | -1% | -0.1 | -4% | -1% | -1.5 | 0% | -1 | 3

In another format: 3 of the compounds above.
Compound	USP1-UAF1 inh	rTrxR1 inhibitor	TRHR ag	TrxR1 substrate	mIDH1 inhibitor	D2 ag	Pin1 inhibitor	TRHR enhancer	D2 antag
COCCn1cc(C(=O)N2CCCC(C)C2)c2c3ccccc3n(C)c2c1=O (configuration not stated)	-1%	32%[activator]	-0.6	109%[activator]	2%	x	-10%	6	x
N#C/C(=C\C1CC2C=CC1C2)c1nc2ccccc2[nH]1 (configuration not stated)	-18%	-20%	-0.5	2%	7%	-0.1	u	1	11
CC(C)CCN1C(=O)c2ccc(C(=O)Nc3cccc(S(N)(=O)=O)c3)cc2C1=O	-22%	-1%	-0.1	-4%	-1%	-1.5	0%	-1	3

Quoted from above (three entries):
SMILES | USP1-UAF1 inh | rTrxR1 inhibitor | TRHR ag | TrxR1 substrate | mIDH1 inhibitor | D2 ag | Pin1 inhibitor | TRHR enhancer | D2 antag
CCN(CC)C(=O)COc1ccc(S(=O)(=O)N2CCCC2)cc1 | -21% | 11% | -0.1 | -3% | -1% | 1.2 | -1% | 3 | -5
CNC(=O)C1CCN(Cc2cc3ccccc3n2Cc2ccccc2C)CC1 | -23% | 22%[57.1 µM] | 0.4 | 4%[57.1 µM] | 3% | 0.7 | -2% | 0 | x
COc1cccc(CN2CCC(CO)(CC3CCCCO3)CC2)c1 (configuration not stated) | -11% | 11% | 0.8 | 0% | -1% | -0.5 | 3% | -4 | -16

Bioassay records deposited in PubChem by National Center for Advancing Translational Sciences (NCATS).
